KCNQ1 pot: potentiators or activators of KCNQ1 channel, primary screen, cell-based, thallium flux, high-throughput | 310,000 tested, 0.35% active | Potassium voltage-gated channel subfamily KQT member 1 (Homo sapiens), P51787 | AID 2648, 2010 | B-score at 10 µM | CHO-K1 KCNQ1, thallium flux FluxOR fluorescence; hits give high values;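 active = fluorescence ratio B-score, a plate-corrected score, at least three library SD, with initial intensity B-score within 5 SD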
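Doses: Single concentration per compound, DMSO matched to controls | Test system: KCNQ1-transfected CHO-K1 cells | Timing: 90 min dye loading and 20 min compound exposure, both at room temperature | Measured by: Kinetic FluxOR thallium fluorescence, 10-s 1-Hz baseline, 110-s post-stimulus read | Medium: Assay buffer with matched DMSO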
KCNK3 block: human KCNK3 channel inhibitors, primary screen, CHO cells, FluxOR thallium flux, B-score; Potassium channel subfamily K member 3 (Homo sapiens), O14649; FluxOR fluorescence; hits give low values; B-score at 10 µM; 340,000 tested, 0.84% active; AID 602410, 2012;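 active = B-score under library mean minus 4 SD, starting fluorescence ratio at most library mean plus 5 SD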;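 note: more negative B-score means stronger inhibition of thallium flux through KCNK3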
RGS4 pot: RGS4 potentiators or activators, primary screen, cell-based, HEK293 M3R inducible RGS4, calcium flux. carbachol calcium flux Fluo4; hits give low values. 310,000 tested, 0.92% active. B-score at 10 µM;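 active = B-score of the integrated calcium signal more than 4 SD below the library mean, with starting fluorescence not abnormally high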;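 note: negative B-score means reduced calcium response which marks RGS4 activation or potentiation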
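Reagent: ECmax carbachol challenge; Test system: M3R-expressing HEK293 line, RGS4 induced by doxycycline; Schedule: overnight RGS4 induction, 30 min dye load 37 °C, 20 min compound RT; Detection: calcium dye Fluo4 fluorescence; Read-out: Agonist-evoked peak-minus-minimum fluorescence over baseline, integrated ratio, B score.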
KCNK9 inh: KCNK9 potassium channel inhibitors, primary screen, HEK293 cells, thallium flux | Potassium channel subfamily K member 9 (Homo sapiens), Q9NPC2 | FluxOR thallium flux fluorescence; hits give low values | B-score at 10 µM | 310,000 tested, 1.2% active | AID 488922, 2010;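 active = ratio B-score over 3 SD below the library mean, with starting fluorescence within 5 SD of its mean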;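 note: negative B-score means less thallium flux so channel inhibition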
MrgX1 agonist: agonists of human MrgX1 receptor, primary screen, HEK293 cells, Fluo-4 calcium flux. Fluo-4 calcium fluorescence, agonist mode; hits give high values. B-score at 10 µM. 310,000 tested, 0.44% active. Mas-related G-protein coupled receptor member X1 (Homo sapiens), Q96LB2;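 active = calcium response B-score plate-corrected fluorescence ratio at least 3 library SD, with starting fluorescence B-score inside 5 SD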
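Test system: HEK293 cells stably expressing human MrgX1 receptor; amount: 15,000 cells per well; doses: compound delivered in addition one of three; times: overnight plating before 1 h dye loading; detection: Fluo-4 NW calcium-flux fluorescence, kinetic read; read-out basis: B-scored fluorescence response ratio; controls: positive and negative controls per plate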
RGS4 block: RGS4 inhibitors, primary screen, cell-based, HEK293 M3R inducible RGS4, calcium flux; Regulator of G-protein signaling 4 (Homo sapiens), P49798; Fluo-4 calcium flux; hits give high values; triggered by carbachol at its EC20; 310,000 tested, 0.45% active; B-score at 10 µM;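 active = B-score, a plate-corrected calcium signal, over three deviations above library mean, with baseline fluorescence within five deviations of library mean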;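 note: RGS4 expression induced by doxycycline in cells with stable M3 receptor; B-score is computed from the integrated fluorescence ratio over baseline after carbachol; higher B-score means a larger calcium signal and so more RGS4 inhibition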
hERG rescue: hERG rescue from dofetilide block, primary screen, cell-based, CHO-hERG, FluxOR thallium flux, dofetilide IC70; Voltage-gated inwardly rectifying potassium channel KCNH2 (Homo sapiens), Q12809; dofetilide IC70 present; activation (rescue from dofetilide block), less the hit threshold, % at 10 µM; 310,000 tested, 0.51% active; AID 1511, 2009;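 active = activation above the mean of controls blocked by dofetilide plus 5 SD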;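 note: thallium influx through hERG after potassium depolarization seen as dye fluorescence rise; in these data hits start at about 4.7%; inactives centre near -7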
ANO1 block: TMEM16A chloride channel inhibitors, primary screen, cell-based, HTS; Anoctamin-1 (Mus musculus), Q8BHY3; 310,000 tested, 1.2% active; normalized B-score (activity score, 25-100; higher = stronger inhibition) at 10 µM; HEK293 TMEM16A/YFP iodide influx fluorescence, ionomycin;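 active = ratio plate-corrected score three or more library SD toward inhibition, starting fluorescence score within five deviations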;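 note: score derived from kinetic fluorescence span divided by baseline fluorescence per well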
Target sequence (Q8BHY3 whole entry, looked up): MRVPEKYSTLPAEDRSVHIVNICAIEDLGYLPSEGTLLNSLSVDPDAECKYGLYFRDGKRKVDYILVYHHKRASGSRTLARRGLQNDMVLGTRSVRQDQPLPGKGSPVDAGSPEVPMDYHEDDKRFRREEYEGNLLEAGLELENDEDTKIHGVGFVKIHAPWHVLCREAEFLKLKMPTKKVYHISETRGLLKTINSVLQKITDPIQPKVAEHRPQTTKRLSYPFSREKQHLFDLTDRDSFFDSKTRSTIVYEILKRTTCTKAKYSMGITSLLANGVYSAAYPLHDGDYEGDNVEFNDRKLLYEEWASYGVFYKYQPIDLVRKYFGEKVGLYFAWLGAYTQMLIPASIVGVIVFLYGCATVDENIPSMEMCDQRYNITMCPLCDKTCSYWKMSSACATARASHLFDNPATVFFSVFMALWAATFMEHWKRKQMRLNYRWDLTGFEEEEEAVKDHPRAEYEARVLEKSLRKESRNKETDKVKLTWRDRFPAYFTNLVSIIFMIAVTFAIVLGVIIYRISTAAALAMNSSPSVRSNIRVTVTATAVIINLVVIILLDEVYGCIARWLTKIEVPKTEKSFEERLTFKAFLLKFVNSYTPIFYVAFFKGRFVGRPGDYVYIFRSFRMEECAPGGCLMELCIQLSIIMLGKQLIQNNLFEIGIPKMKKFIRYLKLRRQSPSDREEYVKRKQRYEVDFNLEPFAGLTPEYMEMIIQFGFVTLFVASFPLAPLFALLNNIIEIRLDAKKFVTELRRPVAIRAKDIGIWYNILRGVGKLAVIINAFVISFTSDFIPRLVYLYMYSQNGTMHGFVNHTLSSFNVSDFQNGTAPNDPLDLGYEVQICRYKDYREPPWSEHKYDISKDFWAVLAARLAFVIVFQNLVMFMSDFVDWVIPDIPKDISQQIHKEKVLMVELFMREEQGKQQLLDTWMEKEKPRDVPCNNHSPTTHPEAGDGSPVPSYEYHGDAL
ANO1 activ: TMEM16A chloride channel activators or potentiators, primary screen, cell-based, HTS; Anoctamin-1 (Mus musculus), Q8BHY3; HEK293 TMEM16A/YFP-H148Q/I152L, iodide quench fluorescence; hits give low values; B-score at 10 µM; 340,000 tested, 0.3% active; AID 623877, 2012;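 active = fluorescence-ratio B-score plate-corrected deviation score at least 3 library SD below zero, with starting fluorescence score within 5 deviations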;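 note: channel opened by trigger with iodide after compound preincubation; score built on the fluorescence ratio of max minus min over baseline; more negative score means more quench and so TMEM16A activation or potentiation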
MrgX1 allo act: positive allosteric modulators of MrgX1, primary screen, HEK293 cells, Fluo-4 calcium flux | Mas-related G-protein coupled receptor member X1 (Homo sapiens), Q96LB2 | FDSS; hits give high values | B-score at 10 µM | 310,000 tested, 0.63% active;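 active = plate-corrected calcium response at least 3 library SD above typical, normal starting fluorescence, not activating the receptor alone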;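 note: compound read alongside a low EC10 to EC30 dose of BAM8-22 agonist; peak minus trough fluorescence over baseline measured at the second addition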
KCNQ1 block: inhibitors of human KCNQ1 channel, primary screen, cell-based, thallium flux, high-throughput. 310,000 tested, 1.3% active. CHO-K1 KCNQ1, FluxOR thallium flux fluorescence; hits give high values. Potassium voltage-gated channel subfamily KQT member 1 (Homo sapiens), P51787. B-score at 10 µM;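 active = compounds whose thallium flux B-score, printed positive for inhibition, exceeds three library SD while starting fluorescence stays within three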;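 note: channel opened by potassium depolarization with thallium stimulus after 20 min compound exposure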
* hit, by the source's call; i = inactive; nt = not tested or not shown.

entry	SMILES	KCNQ1 pot	KCNK3 block	RGS4 pot	KCNK9 inh	MrgX1 agonist	RGS4 block	hERG rescue	ANO1 block	ANO1 activ	MrgX1 allo act	KCNQ1 block
1	CC1CN(C(=O)c2ccc3c(c2)OCO3)CC(C)O1 (configuration not stated)	i	i	i	i	i	i	-10	i	i	i	i
2	CN(C)CC(O)COc1ccc(C(C)(C)c2ccc(OCC(O)CN(C)C)cc2)cc1 (configuration not stated)	i	i	i	i	i	i	-3	i	i	i	i
3	Cn1c(=O)[nH]c2ccc([N+](=O)[O-])nc21	i	i	i	i	i	i	-2	i	i	i	i
4	O=C(O)C1CCN(C(=O)COc2ccc3c4c(c(=O)oc3c2)CCC4)CC1	i	i	i	i	i	i	-10	i	i	i	i
5	CCOC(=O)CSc1nc2ccccc2c(=O)n1Cc1ccco1	i	i	i	i	i	i	-8	i	i	i	i
6	O=c1c(-c2n[nH]c(=S)o2)cccn1Cc1ccccc1	i	i	i	i	i	i	-6	i	i	i	i
7	CCCNC(=O)NC(=O)COC(=O)c1oc2ccc(OCC)cc2c1C	i	i	i	i	i	i	-6	i	i	i	i
8	CC(=O)c1ccccc1NC(=O)CCCNC(=O)c1ccc(Cl)cc1	i	i	i	i	i	i	-7	i	i	i	i
9	O=S(=O)(/C=C/c1ccccc1)N1CCN(c2cccc(Cl)c2)CC1	i	i	i	i	i	i	-9	i	i	i	i
10	CCCC1S/C(=N/N=C/c2cccs2)NC1=O (configuration not stated)	i	i	i	i	i	i	-3	i	i	i	i
11	COc1ccc(C2CC(c3ccccc3)=NN2S(=O)(=O)c2ccccc2)c(OC)c1 (configuration not stated)	i	i	i	i	i	i	-8	i	i	i	i
12	CCOC(=O)C1=CCN(Cc2ccccc2)CC1	i	i	i	i	i	i	-2	i	i	i	i
13	Nc1nc(Nc2ccc(Cl)cc2)n[nH]1	i	i	i	i	i	i	-6	i	i	i	i
14	C=CCOc1cc(C)nc(-c2ccccc2O)n1	i	i	i	i	i	i	-9	i	i	i	i
15	CCc1ccc(C(=O)CC2(O)C(=O)N(CN3CCOCC3)c3ccccc32)cc1 (configuration not stated)	i	i	i	i	i	i	-7	i	i	i	i
16	CN1CCN(c2ccc(Cl)cc2NC(=O)c2cccc(S(=O)(=O)N(C)C)c2)CC1	i	i	i	i	i	i	-7	i	i	i	i
17	CN(C)c1ccc(/C=C(\NC(=O)c2ccccc2)C(=O)NCCCN2CCOCC2)cc1	i	i	i	i	i	i	-5	i	i	i	i
18	Cc1ccc(C(=O)CC(C(=O)O)n2cccn2)cc1 (configuration not stated)	i	i	i	i	i	i	-3	i	i	i	i
19	COc1cc(NC(=O)c2ccc3c(c2)OCO3)ccc1NC(=O)c1cccs1	i	i	i	i	i	i	-7	i	i	i	i
20	Cc1ccc(S(=O)(=O)N(C)/C(=N/S(=O)(=O)c2ccccc2)c2ccccc2)cc1	i	i	i	i	i	i	-11	i	i	i	i
21	Cc1cccc(OCC(=O)O/N=C(\N)c2ccccn2)c1C	i	i	i	i	i	i	-2	i	i	i	i
22	COC(=O)C(C)NC(=O)c1cn(-c2ccccc2OC)c(=O)c2ccccc12 (configuration not stated)	i	i	i	i	i	i	-4	i	i	i	i
23	Cc1ccc(C(=O)NNC(=O)c2ccc(S(=O)(=O)N3CCOCC3)cc2)cc1	i	i	i	i	i	i	-3	i	i	i	i
24	COc1ccc(-n2c3c(c(=O)[nH]c2=O)C(NC(=O)c2ccncc2)(C(F)(F)F)C(=O)N3)cc1 (configuration not stated)	i	i	i	i	i	i	-16	i	i	i	i
25	Cc1cccc(CSc2nnc(-c3ccccn3)n2N)c1	i	i	i	i	i	i	-10	i	i	i	i
26	CC(CCOC1=NS(=O)(=O)c2ccccc21)NC(=O)C(=O)Nc1ccccc1 (configuration not stated)	i	i	i	i	i	i	-6	i	i	i	i
27	Cc1cccc2c(SCC(N)=O)nc(-c3ccccc3)nc12	i	i	i	i	i	i	-5	100*	i	i	i
28	COc1ccc(NS(=O)(=O)c2cccc(C(=O)NCC(c3ccco3)N(C)C)c2)cc1 (configuration not stated)	i	i	i	i	i	i	-11	i	i	i	i
29	C=C1CCN(c2ccc(C(=O)NCc3ccc(OC)cc3)cc2[N+](=O)[O-])CC1	i	i	i	i	i	i	-7	i	i	i	i
30	C/C(N)=C(/C#N)C(=O)COC(=O)c1cc(C)n(-c2ccc(F)cc2)c1C	i	i	i	i	i	i	-11	i	i	i	i
31	CCC(C)NC(=O)c1cc2c(=O)[nH]c3ccc(C)cc3c2s1 (configuration not stated)	i	i	i	i	i	i	-2	i	i	i	i
32	COc1cc(NC(=S)N2CCN(C/C=C/c3ccccc3)CC2)cc(OC)c1	i	i	i	i	i	i	-9	i	i	i	i
33	COc1cccc(NC(=O)c2sc(NC(=O)c3ccncc3)nc2C)c1	i	i	i	i	i	i	-6	i	i	i	i
34	Cc1ccc(NC(=O)CSCC#N)cc1Cl	i	i	i	i	i	i	-1	i	i	i	i
35	O=C(Nc1cccc2c1C(=O)NC2=O)c1cccc(N2C(=O)CCC2=O)c1	i	i	i	i	i	i	-11	i	i	i	i
36	Cc1cccc2cc(C#N)c(SCC(=O)Nc3ccccc3N3CCOCC3)nc12	i	i	i	i	i	i	-6	i	i	i	i
37	CCc1ccc2[nH]c(=O)c(CN(CCN(C)C)C(=O)Nc3ccccc3)cc2c1	i	i	i	i	i	i	-10	i	i	i	i
38	CCN1CCN(C(=O)CN(CC)S(=O)(=O)c2ccc(F)cc2)CC1	i	i	i	i	i	i	-8	i	i	i	i
39	Clc1nc2ccccc2cc1/C=N/Nc1nc2ccccc2[nH]1	i	i	i	i	i	i	-1	i	i	i	i
40	Nc1nnc(SCC(=O)NC2CCCc3ccccc32)s1 (configuration not stated)	i	i	i	i	i	i	-15	i	-17*	i	i
41	CS(=O)(=O)N1CCC(NC(=O)Cc2ccccc2)CC1	i	i	i	i	i	i	-8	i	i	i	i
42	CCC1(CC)Cc2ccccc2-c2nc(CN3CCOCC3)[nH]c(=O)c21	i	i	i	i	i	i	-7	i	i	i	i
43	Cc1ccc(-c2nc3ccccc3[nH]2)cc1NC(=O)c1sc2ccccc2c1Cl	i	i	i	i	i	i	-11	i	i	i	i
44	CCC(C)NC(=O)C1CCC(CNS(=O)(=O)c2ccc3c(c2)CC(C)N3C(C)=O)CC1 (configuration not stated)	i	i	i	i	i	i	-8	i	i	i	i
45	O=C(CSc1nnc(CNC(=O)c2ccco2)o1)Nc1ccc(F)cc1	i	i	i	i	i	i	-10	i	i	i	i
46	COc1ccc(N(C)C(=O)c2cn(C)c(=O)c3cc(OC)c(OC)cc23)cc1	i	i	i	i	i	i	-7	i	i	i	i
47	CC(C)c1ccc2c(c1)CCC1C(C)(CN)CCCC21C (configuration not stated)	i	i	i	i	46*	i	-12	i	i	i	9*
48	CC(=NCCCn1ccnc1)c1c(-c2ccccc2)[nH]n(-c2nc3ccccc3s2)c1=O	i	i	i	i	i	i	-18	i	i	i	i
49	CCCn1c(NC(=O)c2ccccc2Br)nc2ccccc21	i	i	i	i	i	i	-9	i	i	i	i
50	O=C(CCNC(=O)N1CCn2c1nc1ccccc12)NCc1ccccc1Cl	i	i	i	i	i	i	-9	i	i	i	i
51	Cc1noc(C)c1S(=O)(=O)Nc1cccc(CO)c1	i	i	i	i	i	i	-4	i	i	i	i
52	CCCN1C(=O)/C(=c2\sc3nc(=O)c(Cc4ccc(C)cc4)nn3c2=O)c2ccccc21	i	i	i	i	i	i	-3	i	i	i	i
53	C=CCOn1c(=O)c(C)[n+]([O-])c2ccccc21	i	i	i	i	i	i	-3	i	i	i	i
54	Cc1cc(C2(c3ccc(O)c(C)c3)OC(=O)c3ccccc32)ccc1O	i	i	i	-12*	i	i	-6	i	i	i	i
55	Cc1ccc(Nc2nc(-c3ccncc3)cs2)cc1	i	i	i	i	nt	i	-2	nt	i	nt	i
56	COC(=O)Cn1cc(S(=O)(=O)NCc2ccc(C)cc2)c2cc([N+](=O)[O-])ccc21	i	i	i	i	i	i	-7	i	nt	i	i
57	COc1ccc(Nc2nc(N)c([N+](=O)[O-])c(NCc3ccccc3)n2)cc1	i	i	i	i	i	i	-6	i	i	i	i
58	CCOCCCNC(=S)N1CCCC(c2nc3ccc(C)cc3[nH]2)C1 (configuration not stated)	i	i	i	i	i	i	-5	i	i	i	i
59	Cc1cc(C)n(CC(=O)NC2CCCc3c2cnn3-c2ccccc2F)n1 (configuration not stated)	i	i	i	i	i	i	-4	i	i	i	i
60	CC(=O)/C(C=Nc1noc(C)c1Br)=C(\C)O	i	i	i	i	i	i	-2	i	i	i	i

Next section:
entry	SMILES	KCNQ1 pot	KCNK3 block	RGS4 pot	KCNK9 inh	MrgX1 agonist	RGS4 block	hERG rescue	ANO1 block	ANO1 activ	MrgX1 allo act	KCNQ1 block
61	C1CCN=C(Nc2nc3c(s2)CCCC3)CC1	i	i	i	i	i	i	0	i	i	i	i
62	Cn1c(=O)c2c(ncn2CC(=O)N(Cc2ccccc2)c2ccccn2)n(C)c1=O	i	i	i	i	i	i	-7	i	i	i	i
63	Cc1ccsc1C(=O)NCc1ccccc1Cl	i	i	i	i	i	i	-16	i	i	i	i
64	CC(C)(C)OC(=O)N1CCC[C@H]1c1nnc(SCc2ccc(Cl)cc2Cl)o1	i	i	i	i	i	i	-5	i	i	i	i

High-throughput results: PubChem BioAssay, Johns Hopkins Ion Channel Center
